Luc counter = counter-screen: inhibitors of Kinase-Glo firefly luciferase | Q27757 | Kinase-Glo luciferase, ATP luminescence, 8 min | Potency, µM (highest dose often 38.3 µM), without a hit: top-dose activity change, negative = inhibition, actives largely listed as inhibitors | 0.28% of 200,000 active | AID 1379; also: potency is read from the fitted curve at half-maximal effect; % is scaled to controls: 0 for no effect and ±100 for the full control effect; nearly all actives have a fitted effect of over 60% in size
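Substrate mix (final 50 mM imidazole pH 7.2, 50 mM KCl, 7 mM MgCl2, 10 uM ATP, 0.01% Tween 20, 0.05% BSA) plus pin-tool compound, then Kinase-Glo detection mix; 8 min ambient, luminescence read.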
Epigenetic derep = epigenetic control regulation, reporter derepression. murine LDR cells, GFP reporter derepression, 30 h. Potency, µM (titrated, usually from 53.9 µM), inactives show top-dose GFP activation, actives largely listed as activators. 0.2% of 280,000 active. AID 1865; also: potency is read from the fitted curve at half-maximal effect; % of control where 0% means no effect; nearly all actives have a fitted effect of over 60% in size
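In this reporter-derepression format, murine cells bearing a silenced integrated CMV-GFP locus incubate with test compound (30 h, 37 C), then are washed and imaged; fluorescent objects of 20–120 um count as induced cells.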
NPSR antag = blocks cAMP signaling of the human neuropeptide S receptor; CHO-NPSR cells, cAMP TR-FRET, antagonist mode; Potency, µM (titrated, usually from 38.3 µM), for inactives: at the top dose activity change, negative = inhibition, hits mostly inhibitors; 1% of 220,000 active; AID 1461; also: potency is read from the fitted curve at half-maximal effect; % is scaled to controls: 0 for no effect and ±100 for the full control effect; nearly all actives have a fitted effect of over 50% in size; many of its hits are not listed in these tables
Target sequence (Q6W5P4 whole entry, looked up): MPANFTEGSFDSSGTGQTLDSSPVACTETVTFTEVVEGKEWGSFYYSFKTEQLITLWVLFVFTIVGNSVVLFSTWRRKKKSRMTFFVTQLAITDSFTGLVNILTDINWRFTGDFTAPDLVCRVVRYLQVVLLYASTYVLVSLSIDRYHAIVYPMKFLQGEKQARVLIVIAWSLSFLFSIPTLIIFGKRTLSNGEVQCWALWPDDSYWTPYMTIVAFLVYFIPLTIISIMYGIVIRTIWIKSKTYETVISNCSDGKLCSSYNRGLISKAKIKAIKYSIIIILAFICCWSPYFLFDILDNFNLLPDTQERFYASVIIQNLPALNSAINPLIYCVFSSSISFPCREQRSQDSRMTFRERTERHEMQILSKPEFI
HTT aggregate = reduces HttQ103-GFP aggregates in PC12 cells; PC12 HttQ103-GFP aggregates, Acumen cytometry, 40 h; Potency, µM (top dose mostly 46.1 µM), without a hit: at the top dose activity change, negative = inhibition, most hits filed as inhibitors; 1.1% of 220,000 active; AID 1688; also: potency is read from the fitted curve at half-maximal effect; % is scaled to controls: 0 for no effect and ±100 for the full control effect; nearly all actives have a fitted effect of over 60% in size
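Quantitative HTS on tebufenozide-induced (100 nM) PC12 cells stably expressing polyQ103 Huntingtin exon 1–GFP. Reduction of bright GFP aggregates, detected by laser scanning cytometry after lysis, identified actives across the titration.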
CBFb-RUNX1 inh = inhibitors of human CBF-beta and RUNX1 interaction | AlphaScreen CBFb-His/RUNX1-biotin binding, biochemical | 230,000 tested, under 10 active | Potency, µM (titrated, usually from 59.8 µM), without a hit: at the top dose activity, negative = inhibition, actives largely listed as inhibitors; also: % of control where 0% means no effect
Target sequence (Q01196 whole entry, looked up): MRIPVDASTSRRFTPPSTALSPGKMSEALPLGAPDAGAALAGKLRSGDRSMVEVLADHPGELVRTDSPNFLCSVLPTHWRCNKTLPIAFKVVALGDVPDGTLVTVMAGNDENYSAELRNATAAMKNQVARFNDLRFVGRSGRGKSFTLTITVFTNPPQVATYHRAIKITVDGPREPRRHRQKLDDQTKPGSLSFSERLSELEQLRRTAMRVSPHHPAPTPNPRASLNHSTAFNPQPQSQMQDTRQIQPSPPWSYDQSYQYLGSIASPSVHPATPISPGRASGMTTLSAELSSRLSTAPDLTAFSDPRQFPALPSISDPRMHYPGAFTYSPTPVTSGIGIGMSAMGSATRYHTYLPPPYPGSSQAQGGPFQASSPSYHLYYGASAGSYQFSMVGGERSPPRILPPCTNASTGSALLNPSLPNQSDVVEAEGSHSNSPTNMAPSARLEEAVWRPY
Target sequence (Q13951 whole entry, looked up): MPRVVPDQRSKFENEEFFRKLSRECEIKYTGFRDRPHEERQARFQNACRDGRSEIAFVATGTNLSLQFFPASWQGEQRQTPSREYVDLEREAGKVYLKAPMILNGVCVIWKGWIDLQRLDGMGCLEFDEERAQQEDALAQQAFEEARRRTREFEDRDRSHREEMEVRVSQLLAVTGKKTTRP
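CBF-beta (His) and RUNX1 (biotin), 30 nM each; 20 min preassociation; + compound, 15 min; + beads 50 ng each (Ni, streptavidin), 90 min; RT; AlphaScreen read.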
IMPase Li inh = membrane-permeable IMPase blocker, potentiated with lithium. CHO-M1 cells, IP1 TR-FRET (IP-One), carbachol + lithium. Potency, µM (highest dose often 59.4 µM), without a hit: at the top dose activity, negative = IMPase inhibition, actives largely listed as inhibitors. 0.35% of 210,000 active. AID 1457;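 also: IP1 builds up when IMPase is blocked and the TR-FRET signal falls; potency is read from the fitted curve at half-maximal effect; plate controls were basal vehicle for no effect and high inhibitor control for full effect; nearly all actives have a fitted effect of over 50% in size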
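Lithium-sensitised IP1 accumulation assay; M1-expressing CHO cells treated 30 min at 37C with compound. Competitive antibody detection by time-resolved FRET followed a 10 min room-temperature lysis step.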
LMNA splice mod = changes lamin A minigene splicing in HeLa cells; HeLa LMNA splicing GFP/RFP minigene ratio, 48 h; Potency, µM (highest dose often 46.1 µM), without a hit: at the highest dose ratio change, negative = inhibition, usual class: inhibitors; 0.01% of 200,000 active; active = well fitted inhibition curve with a large enough effect in the signal ratio, with a control signal flat, not every such curve was filed as active; inconclusive = small, poorly fitted or top-dose-only effect, or effect the other way, or a change in a side signal; the % refers to the signal ratio; also: potency is read from the fitted curve at half-maximal effect; % is scaled to controls: 0 for no effect and ±100 for the full control effect
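S3 HeLa stable clones carrying a lamin A-EGFP splicing minigene plus DsRed2 were seeded at 600 cells/well in Opti-MEM with 2% FBS, pin-dosed and incubated 48 h at 37°C. Acumen cytometry (488 nm) gave the GFP/RFP total-intensity ratio.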
* hit, by the source's call; ? = inconclusive; / = no result given; & = joins results of further samples; [ ] = dose if it differs, or a comment. Unless noted, calls follow the shape of the dose curve; as a rule, active = well fitted curve in the direction sought with a large enough effect; inconclusive = small, poorly fitted or top-dose-only effect, or another doubt; inactive = no such curve, though single readings can be large; an effect the other way counts as inactive or inconclusive. Not all compounds are listed. The share of hits here may be higher or lower than overall.

SMILES	Luc counter	Epigenetic derep	NPSR antag	HTT aggregate	CBFb-RUNX1 inh	IMPase Li inh	LMNA splice mod
CC(NCc1ccc(Cl)cc1Cl)C(O)c1ccccc1 (centres undefined)	-4%	4.5%	-8%[46.1 µM]	0%	0%	-7%[38.3 µM]	2%
CCOC(=O)c1ncc2[nH]c3ccc(OCc4ccccc4)cc3c2c1COC	-2%[39.9 µM]	0.6%	/	/	?	23%	/
COc1ccc(CC2C(=O)N(c3ccccc3)C(=O)N(c3ccccc3)C2=O)c(OC)c1	1%	1.5%	-8%[46.1 µM]	-7%	-4%	-16%[38.3 µM]	1%
Nc1ccccc1C(=O)OCCOc1ccccc1	13%	0.0%	-26%[46.1 µM]	-8%	19%	20%[38.3 µM]	8%
COC(=O)C12C/C=C\Cc3ccccc3[C@@H]1CNC2=O (some centres undefined)	4%	-0.1%	/	/	-5%	5%	/
COC(=O)CSc1nc2sc3c(c2c(=O)n1C1CCCCC1)CCN(C)C3	8%	0.8%	-29%[46.1 µM]	12%[9.22 µM]	0%	20%[38.3 µM]	11%
CCCOC(=O)c1cc2c(cn1)[nH]c1ccccc12	/	0.8%	/	/	?	-3%	/
COc1ccn(C)c(=O)c1C#N	0%	6.5%	-11%	16%[9.22 µM]	-12%[21.7 µM]	20%&-3%&-4%	?
O=C(Nc1ccc(F)cc1F)c1cccn(Cc2ccccc2)c1=O	-2%	-1.4%	-1%	?	3%	-1%	?
CCc1ccc(-n2c(O)c(/C=N/NC(=O)c3ccncc3)c(=O)[nH]c2=O)cc1	2%	-1.0%	12%	-18%	/	-2%	-12%
CCC(CC)N1CCN(C(=O)Cc2ccccc2)CC1	5%	0.0%	9%	-9%	2%	9%	-10%
Cc1cccc(N2CCN(C(=O)c3ccc(CNc4c(N5CCC(C)CC5)c(=O)c4=O)cc3)CC2)c1C	-1%	1.4%	?	-13%	-3%	3%	/
CN(C(=O)Oc1cccc2cccnc12)c1ccccc1	2%	1.0%	2%[46.1 µM]	-8%	2%	/	?
NC1C[C@H]1c1ccccc1 (some centres undefined)	-3%	0.0%	/	/	25%	-5%	/
O=C(Cc1ccc(Br)cc1)N1CCN(Cc2ccccc2)CC1	-2%	1.1%	-14%[46.1 µM]	?	10%	17%[38.3 µM]	?
Cc1ccccc1CN1CCN(C(=O)Cc2ccccc2)CC1	1%	1.1%	-2%	/	5%	10%	5%[46 µM]
COc1cccc(N2C(=O)NC(=O)/C(=C/c3ccc4c(c3)Cc3ccccc3-4)C2=O)c1	-1%	1.0%	-26%	13%	1%	-9%	/
CCOC(=O)c1c(/N=C/C2C(=O)NC(=S)NC2=O)sc(C)c1C	-1%	-5.6%	-12%	26%	-3%	-1%	/
O=C(C(=O)N1CCOCC1)c1cn(Cc2ccc(F)cc2)c2ccccc12	/	0.1%	-3%	8%[9.22 µM]	6%	/	/
O=C(CCn1c(=O)oc2ccccc21)N1CCC2(CC1)OCCO2	-3%	-1.1%	-3%[46.1 µM]	8%	6%	3%[38.3 µM]	5%
CCN1CCN(S(=O)(=O)c2ccc(Cl)nc2)CC1	-2%	0.0%	3%[46.1 µM]	10%	1%	15%[38.3 µM]	4%
O=S(=O)(c1ccc(Cl)cc1Cl)N1CCCC1c1cccnc1 (centres undefined)	/	0.0%	-8%	-17%[9.22 µM]	1%	/	/
CC[C@H](CO)Nc1nc(NCc2ccccc2)c2ncn(C(C)C)c2n1	-2%	0.0%&0.0%&0.8%	-25%[46.1 µM]	/	-10%&11%&-9%	8%&1%&-22%	?
CN1C(=O)C(=Cc2cccnc2)C(=O)N(C)C1=O	/	-1.0%	-15%	-5%[9.22 µM]	6%	/	/
COc1ccc(-n2c(O)c(/C(C)=N/Nc3ccccc3)c(=O)[nH]c2=O)cc1	/	-0.3%	8%[7.67 µM]	3%[9.22 µM]	-3%	/	/

(continued)
SMILES	Luc counter	Epigenetic derep	NPSR antag	HTT aggregate	CBFb-RUNX1 inh	IMPase Li inh	LMNA splice mod
COc1ccc(CN2CCNCC2)c(OC)c1OC	1%[17.1 µM]	3.1%[16.9 µM]	/	20%[20.6 µM]	7%[21.7 µM]	1%	-16%
C=CCn1c(O)c(/C=C2\C=Nc3ccccc32)c(=O)[nH]c1=O	/	3.1%	6%	-16%[9.22 µM]	10%	/	?
COc1cc(C2SCC(=O)Nc3c2c(C)nn3-c2ccccc2)cc(OC)c1OC (centres undefined)	-3%	2.6%	-8%[46.1 µM]	3%	6%	19%[38.3 µM]	-10%
CCCN1CCO[C@@H]2c3cc(O)ccc3OC[C@@H]21	-1%	2.5%	/	/	-14%[21.7 µM]	14%	/
O=C(NC(=C(Cl)Cl)P(=O)(c1ccccc1)c1ccccc1)c1ccccc1	-1%	1.0%	13%	-7%	11%	2%	-17%
O=C(N/N=C\C1C(=O)NC(=S)N(c2ccccc2)C1=O)c1ccc(O)cc1 (centres undefined)	3%	-1.2%	0%	-17%	?	3%	/
CN1CCC(N(C)c2nc(-c3ccccc3)nc3ccccc23)CC1	3%	0.0%	-4%[46.1 µM]	-19%	-1%	0%[38.3 µM]	-9%
Cc1cccc(N2CCN(CCc3ccccc3)CC2)c1C	4%	-2.9%	-13%[46.1 µM]	13%	1%	31%[activator][38.3 µM]	-23%
CCOC(=O)c1c(/N=C/C2C(=O)NC(=S)NC2=O)sc2c1CCC2	-2%	?	3%	15%	8%	2%	-2%[46 µM]
C[C@@H]1C[C@@H](O)[C@@]2(O)[C@]13CC(=O)OC[C@]2(C)[C@@](C)(O)C(=O)C3	4%	2.0%	/	/	-4%	8%	/
Cc1nn(-c2ccccc2)c(Cl)c1C1C(C#N)=C(N)Oc2c1c(=O)oc1ccccc21 (centres undefined)	2%	-1.0%	?	?	-3%	24%[38.3 µM]	2%
CCCCNC(=O)/C(C#N)=c1\s/c(=C\c2ccccc2OC(F)F)c(=O)n1CCCOC	-1%	0.0%	-39%	-14%	-1%	?	-14%
N#CC(C#N)=Cc1ccc(-c2ccccc2F)o1	-4%	6.7%	-1%	?	-5%	-11%	-10%
CN(C(=O)Oc1ccc(C(C)(C)C)cc1)c1ccccc1	5%	-0.1%	?	-14%	18%	-1%	2%[46 µM]
CCCCCCOc1ccc(C(=O)n2cnc(N)n2)cc1	-7%	-1.0%	-3%[46.1 µM]	/	0%	35%[activator][38.3 µM]	-4%
O=C(CNC(=O)c1ccc(Cl)cc1)Nc1ccc(Br)cc1C(=O)c1ccccc1	-1%	-3.0%	-23%	-22%	-8%	7%	-11%
CC(C)N1CCC2(CC1)NC(CO)(CO)CO2	-4%	0.0%	-12%[46.1 µM]	-1%	-2%	0%[38.3 µM]	6%
COc1cc([C@@H]2c3cc4c(cc3[C@H](O)[C@H]3COC(=O)[C@H]23)OCO4)cc(OC)c1OC	1%	3.9%&2.0%&8.2%&6.8%	-2%	8%&-21%	13%	6%&26%&-3%&17%	?
C[N+]1(C)C2CCC1CC(OC(=O)c1ccccc1)C2 (centres undefined)	/	2.1%	3%	-7%[9.22 µM]	7%	/	/
O=c1c2ccccc2nc(CNCc2ccco2)n1-c1ccc(F)cc1	-2%	1.3%	-10%	15%	-9%	6%	6%
C=C(c1ccccc1)P(=O)(O)O	2%	0.0%	25%	15%	10%	-5%	-2%
CC(=NCCCn1ccnc1)c1c(O)n(C)c(=O)n(C)c1=O	6%	-3.4%	-3%[46.1 µM]	-2%	1%	11%	-9%
ClC1=C(Cl)C(Cl)=C(Cl)C1=C/C=C/c1ccccc1	/	?	55%[7.67 µM]	-31%[9.22 µM]	?	/	/
COc1cc2c(cc1OC)-c1c(OC)c(OC)c(CO)c3c1C(C2)N(C)CC3 (centres undefined)	1%	2.4%	/	/	-2%[21.7 µM]	9%	/
C=CCNC(=O)c1c(N)n(Cc2ccco2)c2nc3ccccc3nc12	-2%	0.0%	-26%[46.1 µM]	-3%	26%	-9%[38.3 µM]	8%

Single entries from the list.
Result for CN(C(=O)Oc1ccc(C(C)(C)C)cc1)c1ccccc1 in IMPase Li inh: -1%
Result for C[N+]1(C)C2CCC1CC(OC(=O)c1ccccc1)C2 (centres undefined) in CBFb-RUNX1 inh: 7%
Result for CCCOC(=O)c1cc2c(cn1)[nH]c1ccccc12 in IMPase Li inh: -3%

Other compounds follow.
SMILES	Luc counter	Epigenetic derep	NPSR antag	HTT aggregate	CBFb-RUNX1 inh	IMPase Li inh	LMNA splice mod
COP(=O)(OC)C(Nc1ccccn1)c1ccccc1 (centres undefined)	6%	-1.1%	12%	13%	-2%	-4%	-2%
CCn1ccnc1CN1CCCC(C(=O)c2ccc(SC)cc2)C1 (centres undefined)	8%	0.5%	14%	2%	9%	20%	/
COc1ccc([N+](=O)[O-])cc1CSc1ccccn1	1%	1.8%	-14%	?	-4%	11%	/
NS(=O)(=O)c1ccc(N2CCNCC2)cc1	-4%	1.3%	6%	-6%[9.22 µM]	-2%	4%	?
Cc1csc(=N)n1Cc1ccccc1	-1%	0.0%	16%	-17%	-1%	2%	-15%
CCN1C(=O)CC(c2cccnc2)=Nc2ccccc21	2%	1.2%	9%	11%[9.22 µM]	7%	8%	1%[46 µM]
Cn1c(O)c(C=NCCN2CCNCC2)c(=O)n(C)c1=O	-5%	-0.1%	7%[46.1 µM]	-14%	11%	-6%	-10%
O=C1CCC[C@H]2[C@@H]3CCCN4CCC[C@H](CN12)[C@H]34	2%[39.9 µM]	1.5%	/	/	6%	7%	/
COc1cc(-c2ccc(=O)[nH]n2)ccc1OC(F)F	-3%	-1.2%	-8%[46.1 µM]	6%	14%	6%&4%&-5%&17%&-4%	?
Cn1c2ccccc2c2c(C(=O)N3CCC4(CC3)OCCO4)cn(C3CCCCC3)c(=O)c21	-5%	0.0%	-10%[46.1 µM]	5%	-12%	14%[38.3 µM]	-2%
CCN(CC)CCCC(C)N=C(c1ccccc1)c1c(O)n(C)c(=O)n(C)c1=O (centres undefined)	/	-6.7%	-5%[46.1 µM]	8%	2%	/	-1%
CC(C)NP(=O)(NC(C)C)OP(=O)(NC(C)C)NC(C)C	-2%	-0.2%	-13%[46.1 µM]	/	9%	5%	-11%
C=CCN1CCc2cccc3c2C1Cc1ccc(O)c(O)c1-3 (centres undefined)	-14%	-0.1%&0.8%	?	/	-27%&-13%	1%&-3%	?
COc1cc2c(cc1OC)[C@@H]1C(=O)c3ccc4c(c3OC1CO2)CC(C(C)C)O4 (some centres undefined)	1%	-1.0%	/	/	/	10%	?

High-throughput results as filed in PubChem BioAssay.
